# PfHsp40 rescue – rescue of yeast from PfHsp40 toxicity, primary screen, S. cerevisiae, ATP luminescence; hit rate 0.68% among 340,000; AID 504582, 2011; growth rescue, % at 12.5 µM; S. cerevisiae expressing PfHsp40, growth rescue; in the data active means growth rescue above about 28%, passing the limit was not always enough;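 further: yeast W303a lacking pdr1 and pdr3 grown in galactose medium; growth measured after three days at 30 °C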
# BH1578 lux ind – inducers of Vibrio cholerae quorum light production without autoinducers, primary screen, BH1578 luxS cqsA deficient, single point | hit rate 0.16% among 350,000 | V. cholerae BH1578 lux reporter, luminescence, 6 h | activation, % at 18.7 µM | AID 588436, 2011; in the data active means activation mostly above about 9.7%, no sharp cut-off; further: not every result past the cut was called active; inactives centre near 0; reference of the scale not given here
# 3CLpro inhibitor – SARS-CoV 3CLpro protease inhibitors, primary screen, biochemical, quenched FRET. Replicase polyprotein 1ab (Severe acute respiratory syndrome coronavirus), P0C6X7. recombinant SARS-CoV 3CLpro, quenched FRET peptide cleavage. inhibition, % at 6 µM. hit rate 0.14% among 290,000. AID 1706, 2009; in the data active means inhibition above about 12%
# Anthrax LF prot – Bacillus anthracis LF protease inhibitors, primary screen, biochemical, multiplex microsphere, MLPCN library; Lethal factor (Bacillus anthracis), P15917; multiplex microsphere protease cleavage assay; inhibition, % at 10 µM; hit rate 0.12% among 360,000; AID 588501, 2011; further: plate controls were buffer without enzyme for full effect and enzyme alone for no effect
# Target sequence (P15917 whole entry, looked up): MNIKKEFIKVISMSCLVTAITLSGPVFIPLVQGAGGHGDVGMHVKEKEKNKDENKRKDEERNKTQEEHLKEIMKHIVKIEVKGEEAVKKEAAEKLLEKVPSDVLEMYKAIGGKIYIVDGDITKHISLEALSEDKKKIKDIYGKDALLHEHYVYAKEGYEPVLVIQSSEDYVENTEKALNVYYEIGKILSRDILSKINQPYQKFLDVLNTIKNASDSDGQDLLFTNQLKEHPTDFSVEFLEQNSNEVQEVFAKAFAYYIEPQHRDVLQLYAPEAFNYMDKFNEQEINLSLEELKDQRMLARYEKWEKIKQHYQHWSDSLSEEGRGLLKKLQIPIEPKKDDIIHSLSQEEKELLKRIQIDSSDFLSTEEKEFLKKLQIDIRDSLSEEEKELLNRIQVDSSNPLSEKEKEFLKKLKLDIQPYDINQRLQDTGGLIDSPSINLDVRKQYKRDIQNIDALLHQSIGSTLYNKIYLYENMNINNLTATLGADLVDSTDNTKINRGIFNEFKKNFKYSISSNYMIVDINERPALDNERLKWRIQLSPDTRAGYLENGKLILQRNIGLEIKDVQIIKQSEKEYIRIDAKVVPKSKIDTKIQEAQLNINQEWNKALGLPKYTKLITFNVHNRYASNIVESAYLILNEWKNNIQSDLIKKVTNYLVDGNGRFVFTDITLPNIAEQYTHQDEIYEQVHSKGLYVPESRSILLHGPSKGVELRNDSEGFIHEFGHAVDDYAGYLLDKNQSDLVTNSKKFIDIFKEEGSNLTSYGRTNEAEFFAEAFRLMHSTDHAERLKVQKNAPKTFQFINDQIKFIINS
# Y pestis TopoI – Yersinia pestis topoisomerase I inhibitors, primary screen, biochemical, cleavage product accumulation, plate reader, single point. activity, % at 10 µM. Y. pestis Topo-I cleavage product accumulation. hit rate 0.064% among 360,000. AID 504884, 2011; in the data active means activity above about 50%, passing the limit was not always enough; further: inactives centre near 2
# TcdB GH inh – TcdB glycohydrolase inhibitors, primary screen, biochemical, single point, plate reader. Toxin B (Clostridioides difficile), P18177. TcdB glycohydrolase enzymatic assay. inhibition, % at 9.99 µM. hit rate 0.24% among 350,000; in the data active means inhibition above about 10%
# VHR inh abs – VHR1 phosphatase inhibitors, primary screen, biochemical, absorbance, uHTS | Dual specificity protein phosphatase 3 (Homo sapiens), P51452 | recombinant VHR phosphatase, pNPP absorbance | inhibition, % at 13.3 µM | hit rate 0.52% among 290,000 | AID 1654, 2009; in the data active means inhibition above about 50%; further: some compounds called inactive have numbers as strong as hits
# Target sequence (P51452 whole entry, looked up): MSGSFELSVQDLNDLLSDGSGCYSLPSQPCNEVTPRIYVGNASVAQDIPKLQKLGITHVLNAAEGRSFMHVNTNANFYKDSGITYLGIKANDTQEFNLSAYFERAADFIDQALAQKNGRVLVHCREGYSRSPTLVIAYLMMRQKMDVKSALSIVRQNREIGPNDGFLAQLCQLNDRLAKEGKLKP
# PriA SSB inh – inhibitors of Klebsiella pneumoniae PriA binding to SSB C-terminal tail, primary screen, biochemical, AlphaScreen; hit rate 0.6% among 430,000; PriA–SSB C-terminal tail interaction (Klebsiella pneumoniae); AlphaScreen SSBct-PriA binding, biotinylated peptide; inhibition, % at 33 µM; in the data active means inhibition mostly above about 37%, no sharp cut-off; inactive means mostly below about 20%;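 further: plate controls were negative control peptide for no effect and reference peptide for full effect; strong numbers were not always called active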
# BoNT A protease – BoNT/A light chain protease inhibitors, primary screen, biochemical, flow cytometry, MLPCN library | Botulinum neurotoxin type A light chain protease (Clostridium botulinum A str. ATCC 3502) | multiplex microsphere protease substrate cleavage | inhibition, % at 10 µM | hit rate 0.17% among 360,000; further: plate controls were buffer without enzyme for full effect and enzyme alone for no effect
# CCHFV vOTU inh – CCHFV vOTU protease inhibitors, primary screen, biochemical, Pep-AMC substrate, fluorescence. hit rate 0.55% among 370,000. Crimean-Congo hemorrhagic fever virus L polyprotein viral ovarian tumor (vOTU) protease …. AID 651958, 2012. inhibition, % at 11.5 µM; in the data active means inhibition above about 30%; further: 0% = vehicle wells with enzyme and 100% = no enzyme wells
# * marks the source's active call; other numbers are inactive results; i = inactive; x = no result given; & = joins results of further samples. Unless noted, no stated cut-off is given here; in the data, active means inhibition above about 30%; inconclusive means no clear call, values can overlap the other calls; inactive means below that. This is a subset, so the mix of outcomes need not match the whole.
structure	PfHsp40 rescue	BH1578 lux ind	3CLpro inhibitor	Anthrax LF prot	Y pestis TopoI	TcdB GH inh	VHR inh abs	PriA SSB inh	BoNT A protease	CCHFV vOTU inh
CCN(CC)C(=O)[C@H]1C[C@H](CC(=O)NCCc2ccccn2)C(=O)N2CCc3c([nH]c4cc(CCC(=O)N(C)C)ccc34)[C@]12C	-0.3	-0.5	x	-1	7	-4.5	x	-11	0.1	-4
COc1ccc(-c2noc3c2-c2nc(-c4ccc(C)cc4)sc2CC3)cc1	-0.7	1.3	x	-7	7	x	x	3	-0.2	-8
CCOC(=O)c1sc(NC(=O)CNC(=O)Cn2cnc3sc(C)c(C)c3c2=O)nc1C	0.1	-0.4	2	-1	27	x	22	-8	-0.6	8
Cc1cccc(C(=O)NNS(=O)(=O)c2ccccc2[N+](=O)[O-])c1	-0.2	0.5	3	-5	-8	x	-5	-7	-0.4	7
CC(=O)c1ccc(N2C(=O)[C@@H]3C(CCC(N)=O)NC4(C(=O)Nc5c4ccc(Cl)c5C)[C@@H]3C2=O)cc1 (stereo not given in full)	0.2	i	-1	0	-9	x	21	-12	0.1	-9
O=C(O)c1cc(S(=O)(=O)Nc2cc(Cl)ccc2Oc2ccccc2)ccc1O	1.9	i	x	0	-3	-1.7	x	6	-0.6	19
O=C(Cc1cccs1)Nc1ccc(-c2nc3ccccc3[nH]2)cc1	-1.5	-0.3	5	1	-8	x	27	-3	0.0	11
CNC(=S)N1CCN(c2ccccc2OC)CC1	-0.2	-1.4	-1	-3	7	x	5	-11	1.8	1
Cc1cccc(C(C)C)c1NS(=O)(=O)c1cn(C)nc1C	-1.3	-9.8	-1	1	-7	0.9	6	-16	-1.9	6
O=C(OCc1nnc(-c2ccccc2)o1)c1cc(F)c(F)cc1Cl	-0.7	i	3	0	15	0.1	28	-17	-0.2	-1
COc1ccc(C2=NOC(C(=O)NCc3cccs3)C2)cc1 (stereo not given)	0.8	2.9	5	-1	-9	x	-24	-16	0.4	0
CN(CC(=O)Nc1ccc(F)cc1)C(=O)c1ccc(N2C(=O)CCC2=O)cc1	-0.1	-5.7	x	0	2	-0.3	x	1	1.3	9
COCCCN1CCc2[nH]c(=S)[nH]c(=O)c2C1	1.1	-0.3	1	2	-6	x	3	-6	-0.4	-11
CC(C)Nc1nc2c(c(=O)n(C)c(=O)n2C)n1C	1.4	-0.6	3	-7	-1	0.8	-5	-1	-0.7	-10
COc1ccc(NC(=O)CCS(=O)(=O)c2cccc3nonc23)c(OC)c1	0.5	-0.6	1	6	-4	x	-4	0	3.8	-19
O=C(Cn1nnc(-c2cccs2)n1)N1CCc2ccccc2C1	1.8	i	1	-12	16	x	20	-16	1.4	1
Cc1cc(C)cc(C(=O)NCC(=O)OCC(=O)c2c(N)n(C)c(=O)n(C)c2=O)c1	-0.4	2.6	x	-5	-4	0.6	x	-3	1.5	-3
CCC(CC)C(=O)Nc1cccc(-c2nc3ccccc3o2)c1	0.4	i	-3	-4	0	x	15	-19	0.4	12
COc1ccc(-n2c(O)c(C=Nc3ccccc3)c3ccccc3c2=O)cc1OC	-0.6	-0.3	2	-2	1	-1.4	-2	-13	-0.6	-11
CC(=O)N1CCC(N(C(=O)Nc2c(F)cccc2F)C(C)C)CC1	0.0	-0.3	3	-2	-3	6.4	-4	-13	-0.9	2
CCN1C(=O)[C@H]2[C@@H](c3ccc(C)cc3)N3C(=O)N(c4ccccc4)C(=O)[C@@]3(CC)[C@H]2C1=O	35*	i	-7	5	-6	0.7	32	-12	-0.2	6
Brc1ccc(CN2CCN(c3ccccn3)CC2)s1	0.9	i	5	-5	3	0.8	2	-12	0.4	2
Cc1cc(Cl)ccc1C(=O)C1CCCN(C(=O)c2snnc2C)C1 (stereo not given)	0.2	-0.6	0	2	7	0.9	9	-7	-1.5	-11
O=C(c1cccc2ccccc12)N1CCN(Cc2ccccc2F)CC1	0.3	0.4	-2	7	27	0.1	4	-8	-2.5	-3
O=C(NCc1ccccc1)NC12CC3CC(CC(C3)C1)C2	-0.2	-1.0	1	-15	-8	0.7	6	0&-8	0.8	4
CCCNC(=O)c1onc(CSc2ccc(F)cc2)c1C(=O)NCC1CC1	0.6	-0.3	x	-6	41	0.6	x	-17	-1.5	1
O=C(O)CC/C(=N\NC(=O)c1ccccc1Br)c1ccccc1	-0.6	-0.1	2	-1	-1	0.6	-8	x	-0.8	4
CC(NC(=O)COC(=O)c1cc([N+](=O)[O-])ccc1N1CCOCC1)c1ccccc1 (stereo not given)	1.5	2.9	0	3	0	0.9	11	8	2.0	-7
Cc1cc(NC(=O)CN2C(=O)c3ccccc3C2=O)no1	-0.2	-0.8	1	-14	-4	1.6	1	-7	-5.0	-7
Cc1ccc(OC(C)C(=O)Nc2ccc3c(c2)n(C)c(=O)n3C)c(C)c1 (stereo not given)	0.9	-0.6	3	16	4	1.6	24	-1	4.1	6

# Results in CCHFV vOTU inh and BoNT A protease (two entries from above):
SMILES	CCHFV vOTU inh	BoNT A protease
O=C(Cn1nnc(-c2cccs2)n1)N1CCc2ccccc2C1	1	1.4
CCC(CC)C(=O)Nc1cccc(-c2nc3ccccc3o2)c1	12	0.4

# (continued)
structure	PfHsp40 rescue	BH1578 lux ind	3CLpro inhibitor	Anthrax LF prot	Y pestis TopoI	TcdB GH inh	VHR inh abs	PriA SSB inh	BoNT A protease	CCHFV vOTU inh
c1ccc(N2C3C4CC(C5CCCC54)C32)cc1 (stereo not given)	0.3	-0.8	x	-10	6	0.5	x	-14	0.0	1
C=CC[C@@H](CC(=O)N(CCO)Cc1ccccc1)C(=O)N[C@@H](C)COC(=O)[C@@H](CC=C)CC(=O)OC(C)(C)C	1.3	-0.3	x	-9	25	-2.9	x	0	-0.3	24
CSc1cccc(N2CC(C(=O)NCCC3=CCCCC3)CC2=O)c1 (stereo not given)	-0.5	i	x	-2	19	0.4	x	-7	6.7	-3
O=C(COc1cc(Cl)c(Cl)cc1Cl)NCCc1ccccn1	0.0	i	2	-4	4	-4.4	-1	-3	0.2	7
Cc1cc(Cl)ccc1OC(C)c1nnc(N)s1 (stereo not given)	-1.0	-0.2	4	-2	16	x	-6	8	-0.8	11
CC(C)C(NC(=O)c1ccc(Cl)cc1Cl)C(=O)NCCc1ccccn1 (stereo not given)	-0.6	i	x	x	-3	2.2	x	-14	x	-8
CC[C@]12c3[nH]c4cc(-c5ccco5)ccc4c3CCN1C(=O)[C@@H](CC(=O)NCCCn1ccnc1)C[C@@H]2C(=O)N1CCN(C(=O)C2CC2)CC1	0.1	-0.2	x	1	22	1.1	x	2	-0.6	-18
O=C(OCc1cn([C@H]2CN(C(=O)c3cccs3)[C@@H](c3ccc(Cl)cc3)C[C@@H]2O)nn1)c1ccccc1	x	-0.4	x	-10	-2	1.0	x	x	-0.2	3
O=C(NNC(=O)c1ccccc1C(=O)O)c1cc2ccccc2o1	0.0	-0.4	-2	-1	4	-1.7	-22	-4	0.0	19
COc1ccc(C2CC(c3ccccc3F)=NN2c2ccc(S(N)(=O)=O)cc2)cc1 (stereo not given)	1.1	-0.9	x	3	4	0.5	x	-30	-0.2	-97
CS(=O)(=O)Nc1ccc(C(=O)NCCSCc2ccccc2)cc1	0.4	1.0	3	-5	-13	0.5	3	-1	-0.7	5
CCOc1ccc(NC(=O)CN(C)CC(=O)NC2CCCc3ccccc32)cc1OCC (stereo not given)	-0.2	-0.4	-2	-21	7	x	17	-7	1.3	2
COc1ccc(C(=O)Nc2ccccc2NC(=O)c2ccco2)cc1OC	-1.0	-0.3	2	0	-9	x	8	2	-0.2	8
O=C(N[C@@H](Cc1c[nH]c2ccccc12)C(=O)NC1CC1)c1ccccc1Cl	0.7	-0.1	6	0	-7	x	13	-10	0.3	-3
CCOC(=O)[C@]12CCC=C1N(Cc1cccc3ccccc13)C(=O)[C@H](CC(=O)NCCCN1CCCC1=O)C2	x	x	x	-7	x	0.1	x	x	-0.3	21
CC(C)[C@H](N)C(=O)N[C@H]1CCC2C3CC=C4C[C@@H](O)CC[C@]4(C)C3CC[C@@]21C (stereo not given in full)	x	i	x	-2	4	0.6	x	x	0.7	-11
Cc1ccc(C)c(N2CCN(C(=O)Cc3ccc(NC4=NC5CS(=O)(=O)CC5S4)cc3)CC2)c1 (stereo not given)	0.5	i	-3	-7	2	2.4	17	2	-0.3	-6
C[C@H](NC(=O)C1CCN(S(=O)(=O)c2ccccc2)CC1)C(=O)NCc1ccc(Cl)c(Cl)c1	-0.1	-3.7	-7	2	27	0.8	-6	-7	1.7	10
O=S(=O)(NCCN1CCOCC1)c1cccc(C(F)(F)F)c1	0.2	1.0	-1	-1	-6	0.2	30	-1	-5.3	6
COc1ccc(Br)cc1CN(C)C(=O)c1cc(Cl)c2c(c1)OCCO2	3.1	-10	3	-14	-8	1.6	-12	-7	-0.4	14
Cc1ccc(C(=O)N/C(=C\c2ccc3c(c2)OCO3)C(=O)N2CCOCC2)cc1	-0.2	i	3	0	9	1.0	18	-16	1.3	11
CC(C)c1ccccc1NC(=S)NCc1ccccc1F	0.1	-1.2	4	0	-1	0.3	-1	4	-2.9	-11
C[C@]12CCC3C(CC[C@H]4C[C@@H](O)CC[C@]34C)[C@H]1C=CC2=O (stereo not given in full)	-0.9	-8.3	x	-1	4	1.5	x	1	-0.2	-4
CC(C)(C)C(=O)[C@H]1[C@H](c2ccccc2)[C@@]2(N=C(c3ccccc3)OC2=O)C2c3ccccc3C=NN21 (stereo not given in full)	-0.7	-0.3	4	0	2	x	34	15	-1.3	9
COc1ccc2cc(C3CC(c4ccco4)=NN3C(=O)CCC(=O)O)c(Cl)nc2c1 (stereo not given)	1.2	i	2	0	2	1.3	-5	-2	0.9	-13
CN(CC1CCOCC1)C(=O)CC1C(=O)NCCN1Cc1cccc(F)c1 (stereo not given)	-1.0	x	1	-3	6	1.5	24	-4	-0.1	4
CC1Cc2ccccc2N1C(=O)Cn1cnc2c1c(=O)n(C)c(=O)n2C (stereo not given)	0.3	-0.1	-3	-1	4	1.1	46	1	2.4	-7
COc1ccc(NC(=O)CN2C(=O)C(C)Oc3ccccc32)cc1OC (stereo not given)	-0.6	1.4	-2	23	-2	0.1	27	-9	-7.6	-11
CC(C)c1ccc(NC(=O)CCN2C(=O)[C@@H]3Cc4ccccc4CN3C2=O)cc1	0.2	-2.5	4	2	-11	-0.9	-18	10	1.0	19
COc1ccc(Cc2nnc(NC(=O)c3ccc(OC(C)=O)cc3)s2)cc1OC	-1.2	-0.1	0	2	-3	0.2	-13	2	3.7	11
COc1cccc(C(=O)C2CCCN(CC3=Cc4cc(OC)ccc4OC3)C2)c1 (stereo not given)	1.1	-0.3	-6	-4	-3	1.2	26	10	-1.1	11

# Screens: PubChem, several laboratories
